uPA surface inh: qHTS for Inhibitors of Cell Surface uPA Generation; cell surface uPA generation assay, qHTS; Potency, µM (doses to about 38.3 µM), for the others: top-dose activity change, negative = inhibition, most hits filed as inhibitors; 330,000 compounds, 0.31% hits; active = well fitted inhibition curve with a large enough effect; inconclusive = small, poorly fitted or top-dose-only effect; inactive = no such curve, though single readings can be large or run the other way; tested in mouse RAW 264.7 cells; also: potency is read from the fitted curve at half-maximal effect; nearly all actives have a fitted effect of over 55% in size
PKM2 act: qHTS Assay for Activators of Human Muscle isoform 2 Pyruvate Kinase | Pyruvate kinase PKM (Homo sapiens), P14618 | purified PKM2, Kinase-Glo ATP luminescence, activation; response scale: 0% is enzyme alone, no compound | Potency, µM (titrated, usually from 57.5 µM), without a hit: at the highest dose activation, most hits filed as activators | 260,000 compounds, 0.34% hits | AID 1631, 2009; also: potency is read from the fitted curve at half-maximal effect; nearly all actives have a fitted effect of over 55% in size
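hPK-M2, >95% pure; 0.1 mM ADP / 0.5 mM PEP final; imidazole pH7.2 buffer w/ 7 mM MgCl2, 50 mM KCl; 1 h RT; Kinase-Glo lum. Intermediate enzyme activity for dual inhibitor/activator qHTS.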
USP2a inh: qHTS Assay for Inhibitors of Ubiquitin-specific Protease USP2a Using CHOP2 as the Reporter | Potency, µM (top dose mostly 38.3 µM), for the others: at the highest dose activity change, negative = inhibition, most hits filed as inhibitors | USP2 core, Ub-CHOP2 coupled fluorogenic reporter, 485/531 | 330,000 compounds, 0.01% hits | Ubiquitin carboxyl-terminal hydrolase 2 (Homo sapiens), O75604;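 also: potency is read from the fitted curve at half-maximal effect; plate controls were DMSO wells for no effect and full inhibition by NEM control for full effect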
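Deubiquitinase activity read as fluorescence (485/531 nm) after Ub-CHOP2 cleavage activates the enterokinase reporter on its substrate; USP2 core 10nM, Ub-CHOP2 and substrate 25nM each, 30min compound preincubation then 60min RT; data normalized to NEM, curves fitted.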
Chronic BCR inh: qHTS Assay to Find Inhibitors of Chronic Active B-Cell Receptor Signaling | ABC-DLBCL IkBa-CBG/CBR reporter, luminescence ratio, 4 h | Potency, µM (titrated, usually from 46.1 µM), for inactives: at the top dose ratio change, negative = lower green/red ratio, usual class: inhibitors | 340,000 compounds, 0.05% hits | AID 493014, 2011; active = well fitted inhibition curve with a large enough effect in the signal ratio, with a control signal flat, not every such curve was filed as active; inconclusive = small, poorly fitted or top-dose-only effect, or effect the other way, or a change in a side signal; the % refers to the signal ratio;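 also: potency is read from the fitted curve at half-maximal effect; plate controls were basal doxycycline-induced cells for no effect and cells given 10 µM MG132 for full effect; MG132 reads +100%, hits lower the ratio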
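TMD8 human ABC-DLBCL cells with doxycycline-inducible IκBα–green luciferase fusion and unfused red luciferase, in 0.5% FBS medium; compounds up to 46 uM, 4 h at 37C. Green/red luminescence ratio, filter-overlap corrected, fitted to concentration-response curves.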
Giardia kill: Small Molecules that selectively kill Giardia lamblia: qHTS; Giardia lamblia trophozoite viability; activity change, % at 7.66 µM, hits read low; 340,000 compounds, 0.15% hits; in the data active = activity change below about -80%; inconclusive = between about -30% and that limit;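 also: parasites exposed to compound for two days anaerobically before the ATP read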
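Trophozoite viability was measured as ATP-dependent luminescence, read 15-30 min after reagent addition. Before that, parasites at 100 cells/well were exposed to compounds for 48 h, anaerobically, at 37 deg C.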
B2AR arrestin: qHTS assay of beta-arrestin-biased ligands of beta2-adrenergic receptor; beta-arrestin recruitment to beta2AR, cell-based reporter; AID 492947, 2010; 330,000 compounds, 0.02% hits; Beta-2 adrenergic receptor (Homo sapiens), P07550; Potency, µM (series often up to 46.1 µM), for the others: at the top dose activation, hits mostly activators;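 also: potency is read from the fitted curve at half-maximal effect; 0% = DMSO controls and full agonism = EC100 isoproterenol or metaproterenol; nearly all actives have a fitted effect of over 65% in size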
Target sequence (P07550 whole entry, looked up): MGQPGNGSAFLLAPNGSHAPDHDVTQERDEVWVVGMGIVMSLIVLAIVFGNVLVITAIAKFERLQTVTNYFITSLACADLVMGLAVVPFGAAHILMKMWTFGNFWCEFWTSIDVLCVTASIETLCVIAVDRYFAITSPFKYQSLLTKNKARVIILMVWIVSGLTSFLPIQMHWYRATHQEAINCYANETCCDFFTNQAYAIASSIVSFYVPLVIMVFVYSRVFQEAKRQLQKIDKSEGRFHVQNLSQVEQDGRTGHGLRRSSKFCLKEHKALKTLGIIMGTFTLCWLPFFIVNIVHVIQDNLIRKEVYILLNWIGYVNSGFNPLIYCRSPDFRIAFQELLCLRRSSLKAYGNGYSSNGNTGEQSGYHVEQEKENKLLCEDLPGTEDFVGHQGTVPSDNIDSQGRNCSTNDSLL
FBPA coupling cs: qHTS Assay for Inhibitors of Fructose-1,6-bisphosphate Aldolase from Giardia Lamblia: Coupling assay counterscreen. coupling enzyme system counterscreen, AmpLite Red fluorescence. activity change, negative = inhibition, % at 58.2 µM, hits read low. 290,000 compounds, 0.67% hits. AID 2472, 2010; in the data active = activity change below about -30%
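First, compound is pin-transferred into glyceraldehyde-3-phosphate coupling-enzyme reagent at 57.5 uM final and held 10 min at RT. Next, substrate, coupling system and AmpLite Red are added. After 20 min RT, fluorescence (525/598 nm) is read.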
hERG WT inh: qHTS for Inhibitors of KCHN2 3.1: Wildtype qHTS | U2OS, BacMam KCNH2, thallium flux FluxOr; active compounds read low | activity change, % at 1.84 µM | 340,000 compounds, 0.37% hits | AID 720551, 2013;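 active = maximum activity change below -70%; inconclusive = maximum activity change between -70% and -50%; inactive = maximum activity change above -50%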
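U2OS cells transduced with wild-type KCNH2 virus are loaded with FluxOr dye for 45 min, and thallium flux is measured in kinetic reads before and after stimulation buffer. Rate constants are normalized to DMSO controls.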
Eya2 inh: qHTS Assay for Inhibitors of the Phosphatase Activity of Eya2; recombinant Eya2, OMFP fluorescence dephosphorylation (OMFP is methylfluorescein phosphate); Potency, µM (highest dose often 76.9 µM), without a hit: at the top dose activity, negative = inhibition, actives largely listed as inhibitors; 330,000 compounds, 0.006% hits; also: potency is read from the fitted curve at half-maximal effect
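Eya2 protein (added as 0.2 uM solution) was preincubated with compound for 10 min at ambient temperature in 50 mM HEPES pH 7.5, 50 mM NaCl, 5 uM MgCl2, 0.05% BSA, 1 mM DTT. OMFP (added at 50 uM) then reacted 10 min; fluorescence read at 485/525 nm.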
GALK inhibitor: qHTS Assay for Inhibitors of Human Galactokinase (GALK). 270,000 compounds, 0.007% hits. Potency, µM (highest dose often 57.5 µM), without a hit: at the top dose activity change, negative = inhibition, usual class: inhibitors. Purified GALK, Kinase-Glo residual ATP luminescence. P51570; also: potency is read from the fitted curve at half-maximal effect
Target sequence (P51570 whole entry, looked up): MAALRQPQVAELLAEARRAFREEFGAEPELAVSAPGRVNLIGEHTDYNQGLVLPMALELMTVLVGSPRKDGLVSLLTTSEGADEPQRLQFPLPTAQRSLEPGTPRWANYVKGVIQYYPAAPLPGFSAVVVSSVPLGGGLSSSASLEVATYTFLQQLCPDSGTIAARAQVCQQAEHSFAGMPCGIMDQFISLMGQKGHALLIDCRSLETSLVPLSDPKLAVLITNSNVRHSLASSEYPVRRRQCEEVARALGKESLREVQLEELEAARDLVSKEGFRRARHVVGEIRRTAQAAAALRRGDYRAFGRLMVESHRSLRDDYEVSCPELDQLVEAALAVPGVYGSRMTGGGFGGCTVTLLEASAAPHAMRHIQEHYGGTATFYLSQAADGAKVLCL
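Luminescence from leftover ATP (Ultra-Glo luciferase/luciferin) served as read-out after a 1 h room-temperature reaction of 5 nM GALK with 35 uM ATP and 100 uM galactose.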
KCNH2 3.1 inh: qHTS for Inhibitors of KCHN2 3.1: Mutant qHTS. U2OS KCNH2 3.1, thallium flux FluxOr; active compounds read low. 340,000 compounds, 0.95% hits. activity change, % (tested at about 1.8 µM). Potassium voltage-gated channel subfamily H member 2, brain isoform KCNH2 3.1 (human);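 active = maximum activity change below -70%; inconclusive = maximum activity change from -70% to -50%; inactive = maximum activity change above -50%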;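 also: thallium influx rate constant from kinetic fluorescence after stimulation buffer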
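Normalized rate constant (relative to positive and negative DMSO controls) derived from a 2 min kinetic fluorescence read after stimulation; U2OS cells expressing the 3.1 isoform via virus at 1.77 x 10^8 /mL.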
Starred values were filed as active, the others as inactive; u = inconclusive; x = not tested or not shown. Unless noted, calls follow the shape of the dose curve; as a rule, active = well fitted curve in the direction sought with a large enough effect; inconclusive = small, poorly fitted or top-dose-only effect, or another doubt; inactive = no such curve, though single readings can be large; an effect the other way counts as inactive or inconclusive. Unless noted, % is scaled to controls: 0 for no effect and ±100 for the full control effect.

SMILES	GALK inhibitor	Eya2 inh	FBPA coupling cs	PKM2 act	Chronic BCR inh	uPA surface inh	USP2a inh	B2AR arrestin	KCNH2 3.1 inh	hERG WT inh	Giardia kill
O=C(N/N=C/c1ccc(-c2ccc(Br)cc2)o1)c1ccc2c(c1)OCO2	-3%	2%	-1	-10%	u	-6%	1%	-0.8%	-25	2	-13
O=C(C[C@H]1C/C=C\CC[C@H](Cc2ccc(F)cc2)C(=O)OC[C@@H]2CCCN2C1=O)N[C@H](CO)Cc1ccccc1	x	-27%	x	x	2%	0%	2%	-0.9%	-3	2	-3
O=C(CC(c1ccccc1)c1ccccc1)Nc1ccc(O)cc1	1%	0%	-1	2%	u	-5%	0%	-0.5%	12	-1	-22
CC(C)(CN1CCN(C(c2ccccc2)c2ccccc2)CC1)NS(=O)(=O)c1ccccc1	6%	11%	2	0%	7%	-5%	0%	1.8%	-2	13	-4
Cc1ccc(S(=O)(=O)N(C)C)cc1-n1c(SCC(=O)Nc2ccc(F)cc2Cl)nc2ccccc2c1=O	1%	-2%	-1	4%	u	-7%	-9%	0.1%	-29	8	6
CC(=Nc1ccccc1)C1=C(O)COC1=O	2%	-9%	1	-5%	-22%	7%	2%	-0.9%	7	0	-13
COc1cccc(/C=N/N2CCN(C3c4ccccc4-c4ccccc43)CC2)c1O	9%	-8%	2	5%	u	-5%	0%	-0.9%	-17	-6	-25
Cc1cc2c(cc1C)CSC(c1ccc(O)cc1)SC2	-2%	u	4	-3%	1%	-2%	2%	-0.2%	16	6	-2
CN1CCN(C(c2cccnc2)c2ccc3cccnc3c2O)CC1 (stereo not given)	-3%	1%	-2	17%	4%	5%	0%	u	-4	16	-16
CCOc1cc(C2CC(=O)NC(SCC)=C2C#N)ccc1O (stereo not given)	1%	17%	-10	-5%	-20%	3%	1%	-0.7%	12	1	-6
CN(C)S(=O)(=O)N(CC(=O)Nc1ccccc1)c1ccccc1	-2%	-19%	1	6%	-3%	6%	-1%	-2.0%	1	-1	-14
Cc1ccn2cc(-c3cnoc3C)nc2c1	3%	-25%	3	-1%	7%	-8%	-1%	-0.1%	7	-2	26
CCOC(=O)CCCC(=O)N1CCOCCOCCOCC1	5%	7%	-1	-18%	-2%	23%	0%	-0.8%	13	0	12
O=C(CC1NCCNC1=O)Nc1cc(Cl)cc(Cl)c1 (stereo not given)	x	9%	0	0%	-1%	-2%	-1%	-0.7%	4	2	4
CCc1ccc(NC(=O)CS(=O)CC(=O)NCCCc2ccccc2)cc1 (stereo not given)	-3%	21%	-2	3%	3%	-7%	-1%	-4.3%	1	-4	5
Nc1cc(Cl)ccc1Nc1ccncc1	0%	4%	0	x	0%	-1%	1%	-0.4%	6	2	-2
CCOC(=O)C1CCN(S(=O)(=O)c2ccc(Cl)nc2)CC1	1%	6%	7	-3%	7%	2%	-1%	-0.4%	2	5	-11
CCn1c(COc2ccccc2C)nnc1SCC(=O)N1CCN(c2ccccc2)CC1	-2%	9%	1	11%	-6%	-9%	-2%	0.0%	0	-2	-8
O=C(NCC1CCCO1)c1cc2cc(Cl)ccc2[nH]1 (stereo not given)	6%	3%	7	3%	u	-3%	1%	-0.6%	-1	-4	10
COc1ccc(-c2csc(NC(=S)NC(=O)c3ccco3)n2)cc1Br	7%	1%	x	x	u	6%	0%	0.0%	5	-15	u

Grouped by structure, those above containing an aryl methoxy group.
SMILES	GALK inhibitor	Eya2 inh	FBPA coupling cs	PKM2 act	Chronic BCR inh	uPA surface inh	USP2a inh	B2AR arrestin	KCNH2 3.1 inh	hERG WT inh	Giardia kill
COc1cccc(/C=N/N2CCN(C3c4ccccc4-c4ccccc43)CC2)c1O	9%	-8%	2	5%	u	-5%	0%	-0.9%	-17	-6	-25
COc1ccc(-c2csc(NC(=S)NC(=O)c3ccco3)n2)cc1Br	7%	1%	x	x	u	6%	0%	0.0%	5	-15	u

Some values from above:
Reading of `Cc1cc2c(cc1C)CSC(c1ccc(O)cc1)SC2` in hERG WT inh: 6
Reading of `COc1cccc(/C=N/N2CCN(C3c4ccccc4-c4ccccc43)CC2)c1O` in Giardia kill: -25
Reading of `CCOC(=O)C1CCN(S(=O)(=O)c2ccc(Cl)nc2)CC1` in Eya2 inh: 6%

(continued)
SMILES	GALK inhibitor	Eya2 inh	FBPA coupling cs	PKM2 act	Chronic BCR inh	uPA surface inh	USP2a inh	B2AR arrestin	KCNH2 3.1 inh	hERG WT inh	Giardia kill
CCC(NC(=O)NCc1ccc2c(c1)OCO2)(C(F)(F)F)C(F)(F)F	0%	4%	0	-2%	2%	5%	1%	0.0%	-5	1	-8
O=C(c1ccco1)N1CCC(c2nc3ccccc3[nH]2)CC1	x	4%	x	x	1%	3%	-1%	-0.2%	3	29	-7
CC(C)(C)N(Cc1cc2ccccc2[nH]c1=O)C(=O)C1CCCCC1	x	5%	0	-3%	u	7%	1%	-1.0%	-15	-2	-3
CC(NS(C)(=O)=O)C(c1cccs1)N1CCN(C)CC1 (stereo not given)	-2%	-3%	-2	0%	-1%	x	2%	0.0%	12	11	1
COc1c(F)cccc1C1=CC(=O)C[C@H](c2ccc3c(c2)OCO3)C1	x	-20%	x	x	1%	-14%	-2%	0.3%	3	1	1
CCN(CC#CCC1(O)c2ccccc2-c2ccccc21)CCO	-2%	2%	3	-12%	10%	2%	2%	0.0%	-6	-24	23
Cc1ccc(OCc2cc(C(=O)NC3CCOC3)no2)cc1C (stereo not given)	0%	-15%	1	x	-22%	9%	-6%	0.1%	-7	13	4
CCSc1nnc(NC(=O)[C@@H](NC(=O)c2ccccc2F)C(C)C)s1	0%	-14%	-19	4%	1%	-2%	-1%	0.0%	24	14	u
O=C(O)c1ccccc1C(=O)OCCc1cc2ccccc2c(=O)o1	x	5%	x	x	8%	-1%	2%	0.0%	-3	-12	26
CCOc1ccc(-c2cc(CCCC(=O)NCCc3ccccc3)no2)cc1	0%	-11%	5	-4%	u	1%	1%	-1.8%	-16	-5	8
CCOc1c(Cl)cc(CNC(C)(C)CC(C)(C)C)cc1OC	-3%	-5%	-1	-2%	12%	x	0%	-0.2%	-3	4	-3
CC1CCCC(NC(=O)COC(=O)c2cc(=O)[nH]c3ccccc23)C1C (stereo not given)	x	-16%	x	x	3%	12%	2%	0.1%	-11	-13	0
O=c1c2ccccc2nc(SCc2nnc(-c3ccccc3Br)o2)n1-c1ccccc1	-3%	2%	-4	11%	-8%	0%	3%	-0.3%	-1	31	12
CCCCNC(=O)c1ccc(CS(=O)(=O)Cc2ccccc2F)o1	0%	4%	2	-4%	-1%	-4%	-1%	0.0%	9	-1	0
CCOc1ccc(CCNC(=O)CSc2nnnn2C)cc1OCC	-1%	-16%	-1	2%	-17%	-2%	0%	0.0%	0	4	6
Cc1ccc(CNC(=O)C2CCC(=O)N(CC3CCCCC3)C2)o1 (stereo not given)	-6%	5%	1	7%	3%	-13%	1%	0.3%	-9	-6	14
O=C(Cc1ccccc1)N[C@@H](Cc1ccccc1)c1nc2ccccc2[nH]1	-2%	-7%	-1	-2%	-6%	12%	0%	0.6%	-5	-3	-1
CCOC(=O)C1CCCN(Cc2ccccc2C)C1 (stereo not given)	1%	11%	1	2%	4%	x	-1%	2.7%	4	6	20
Cc1cc(C)c(S(=O)(=O)N2CCCC(C(=O)NC3CCCC3)C2)c(C)c1 (stereo not given)	-1%	-22%	1	-1%	4%	-7%	-3%	-0.3%	5	-5	-12

Screening results: PubChem BioAssay, National Center for Advancing Translational Sciences (NCATS)

Not a hit list (roughly 2.4% active in at least one column).
